Screening results (PubChem BioAssay)
S1P4 antag – human S1P4 receptor antagonism; S1P4-expressing cells, antagonist mode, reporter read-out; inhibition, % at 4.98 µM; hit rate 0.26% among 220,000; in the data active means inhibition above about 29%;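 further: 0% = wells stimulated with agonist and 100% = vehicle wells without agonist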
Ba/F3 V617F tox – reduce viability of Ba/F3 cells dependent on JAK2V617F | Ba/F3 EpoR-JAK2V617F viability, ATP luminescence | inhibition, % at 5.6 µM | hit rate 1.1% among 220,000 | AID 1446;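 active means inhibition above the campaign mean plus 3 SD over all tested compounds, cut at about 24% in these data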;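 further: cytokine-independent growth of Ba/F3 cells driven by EpoR plus mutant JAK2; 0% = DMSO-treated cells and 100% = JAK inhibitor I control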
NCF1 inh – p47phox (human) inhibition | P14598 | p47phox/p22phox peptide binding, fluorescence polarization, 2 h | inhibition, % at 24.7 µM | hit rate 0.53% among 220,000 | AID 1274;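 active means inhibition above about 30%, limit read from the data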;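 further: 0% = p47phox with labelled peptide and 100% = labelled peptide alone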
Target sequence (P14598 whole entry, looked up): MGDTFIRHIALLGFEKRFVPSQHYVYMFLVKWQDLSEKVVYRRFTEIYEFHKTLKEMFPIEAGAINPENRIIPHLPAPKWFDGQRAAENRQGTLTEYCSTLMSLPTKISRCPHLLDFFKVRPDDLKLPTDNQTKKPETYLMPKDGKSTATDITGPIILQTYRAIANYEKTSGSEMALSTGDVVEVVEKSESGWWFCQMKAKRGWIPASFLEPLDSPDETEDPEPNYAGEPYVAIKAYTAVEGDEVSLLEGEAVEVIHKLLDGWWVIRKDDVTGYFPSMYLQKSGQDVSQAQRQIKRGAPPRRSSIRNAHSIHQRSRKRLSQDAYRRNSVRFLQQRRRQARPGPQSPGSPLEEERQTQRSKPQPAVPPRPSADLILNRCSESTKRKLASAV
NPY2 pot ag – human NPY-Y2 potentiation or agonism, primary screen; P49146; cells expressing NPY-Y2, potentiator/agonist read-out; activation, % at 3.6 µM; hit rate 0.45% among 220,000; AID 1359; in the data active means activation above about 27%;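 further: cells stimulated with NPY near EC25 plus isoproterenol at EC100; 0% = vehicle plus submaximal agonist and 100% = vehicle plus saturating agonist; some results beyond the cut were filed as inactive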
NPY Y1 blocker – NPY-Y1 (human) receptor antagonism | inhibition, % at 3.6 µM | HEK293-CNG Y1 cells, membrane potential fluorescence; NPY at EC95, then isoproterenol | hit rate 1% among 200,000;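 active means inhibition above the campaign mean inhibition of all tested compounds plus 3 SD, cut at about 20% in these data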;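 further: 0% = DMSO wells given NPY plus isoproterenol and 100% = isoproterenol alone without NPY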
Target sequence (P25929 whole entry, looked up): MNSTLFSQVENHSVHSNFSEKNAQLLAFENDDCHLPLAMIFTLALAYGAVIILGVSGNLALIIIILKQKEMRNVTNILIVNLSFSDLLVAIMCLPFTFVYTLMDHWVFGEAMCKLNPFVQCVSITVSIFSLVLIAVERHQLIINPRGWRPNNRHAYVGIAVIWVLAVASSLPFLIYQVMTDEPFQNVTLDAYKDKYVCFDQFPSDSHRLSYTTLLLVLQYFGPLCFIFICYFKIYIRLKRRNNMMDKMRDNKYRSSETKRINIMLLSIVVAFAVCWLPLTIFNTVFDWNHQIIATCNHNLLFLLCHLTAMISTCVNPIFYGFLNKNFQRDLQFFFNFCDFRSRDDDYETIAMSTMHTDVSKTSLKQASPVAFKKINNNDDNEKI
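Material: HEK293 cells co-expressing NPY Y1 receptor and cyclic-nucleotide gated channel. Timing: compound incubation 1 h at room temperature, readout 45 min post-stimulation. Signal: fluorescence, membrane potential probe.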
CHOP inhibitor – blocks CHOP induction under ER stress | hit rate 3.8% among 220,000 | CHO-K1 CHOP-promoter luciferase, tunicamycin-induced, 15-18 h | inhibition, % at 10 µM | AID 2732;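 active means compounds that reduced the stress-induced luciferase reporter signal by more than about 70% of percent inhibition, limit read from the data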;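 further: 0% = tunicamycin plus vehicle and 100% = wells without tunicamycin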
BaF3 parental – reduces parental Ba/F3 cell viability, JAK2V617F counter-screen; inhibition, % at 5.6 µM; CellTiter-Glo ATP luminescence; hit rate 1.1% among 220,000;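 active means inhibition above a per-campaign cutoff, the mean inhibition of all tested compounds plus 3 SD, cut at about 27% in these data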;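 further: 0% = DMSO wells and 100% = JAK Inhibitor I control wells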
S1P4 agonist – activates the human S1P4 receptor; AID 1509; O95977; hit rate 0.35% among 220,000; activation, % at 4.98 µM; S1P4-expressing cell line, agonist reporter assay; in the data active means activation above about 11%;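 further: 0% = DMSO vehicle and 100% = reference agonist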
NPY1 pot ag – potentiates or activates human NPY-Y1 receptor. P25929. NPY-Y1 expressing cells, potentiator/agonist activation. activation, % at 3.6 µM. hit rate 0.37% among 220,000. AID 1304; in the data active means activation above about 33%, passing the limit was not always enough;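 further: cells stimulated with NPY at EC10 then isoproterenol at EC100; 0% = low agonist plus stimulus and 100% = saturating agonist plus stimulus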
Starred values were filed as active, the others as inactive; · = no result given.

No.	SMILES	Ba/F3 V617F tox	NPY1 pot ag	NPY2 pot ag	S1P4 agonist	NPY Y1 blocker
1	O=C(CN1C(=O)/C(=C/c2ccccc2F)Sc2ccccc21)NCc1cccnc1	-3	5	17	1.0	-2
2	CC(=O)c1ccc(N2CCN(C(=O)COc3ccccc3F)CC2)c(F)c1	-3	-14	3	1.6	1
3	CCOc1ccc(CNC(=O)c2ccc(Sc3ccc(C)cc3)c(NC(C)=O)c2)cc1	1	-22	-10	0.9	5
4	c1ccc2sc(NC3=NCN(CCN4CCOCC4)CN3)nc2c1	3	13	-1	0.7	9
5	COc1ccc(C(C(=O)NC(C)(C)C)N(C(=O)Cn2nnc3ccccc32)c2ccc(C(C)=O)cc2)cc1O (stereo not given)	-2	8	-3	0.1	·
6	COc1ccc2c(c1OC)C(=O)OC2Nn1cncn1 (stereo not given)	-5	12	-1	-5.3	10
7	Cc1cccc2cc(C#N)c(SCC(=O)NNC(=O)Cc3ccccc3)nc12	1	19	-4	-0.2	7
8	CSc1nsc(SC)c1C(=O)OCC(F)(F)F	3	3	-9	-2.8	18
9	CCN1CCc2nc(NC(=O)c3ccc(S(=O)(=O)N(C)C)cc3)sc2C1	1	-19	6	2.9	3
10	CCCCC1CCC(C(=O)Nc2ccccc2)CC1 (stereo not given)	1	-24	-8	-0.3	0
11	O=C(COc1ccccc1)Nc1nnc(-c2ccco2)o1	-2	19	2	1.0	0
12	COc1cc(/C=N/NC(N)=S)ccc1OCC(=O)N1CCOCC1	1	-11	3	-2.2	3

No.	S1P4 antag	NCF1 inh	BaF3 parental	CHOP inhibitor
1	-6	-8	0	31
2	-8	-16	1	10
3	1	-11	6	44
4	-1	-13	2	29
5	-9	2	-3	-14
6	-16	5	-1	-6
7	2	-25	4	-7
8	-20	-2	4	-7
9	-11	-3	2	17
10	-12	0	5	36
11	-7	·	-1	32
12	-7	-8	4	9

Remaining list, next part
No.	SMILES	Ba/F3 V617F tox	NPY1 pot ag	NPY2 pot ag	S1P4 agonist	NPY Y1 blocker
13	O=C(Nc1ccc2ccccc2n1)Nc1cccs1	-2	8	10	1.2	·
14	O=C(COC(=O)c1cnccn1)NCc1ccccc1	0	19	-8	-1.4	-6
15	Cc1ncoc1C(=O)Nc1ccccc1C(N)=O	4	-14	-3	-3.6	-2
16	COC(=O)c1cccc(NC(=O)/C=C/c2cccc([N+](=O)[O-])c2)c1	-6	3	3	0.4	-3
17	O=C(Nc1cc(N2CCOCC2)ncn1)Nc1cccc2ccccc12	0	-38	-7	2.3	5
18	C/C(=N/NC(=O)C1CC1(c1ccccc1)c1ccccc1)c1cccs1 (stereo not given)	-5	-10	20	0.7	3
19	CCOc1ccc(OCCCCNC(C)(C)C)cc1	3	9	-8	-1.2	3
20	CC(C(=O)NCc1ccccn1)c1ccc([N+](=O)[O-])cc1 (stereo not given)	1	-10	-3	0.5	11
21	Cc1cc(C)n(-c2ccc(C(=O)OCC(=O)Nc3cc(Cl)ccc3[N+](=O)[O-])cc2)n1	-5	-14	9	0.0	1
22	O=S(=O)(c1ccc(-c2cn3ccccc3n2)cc1)N1CCOCC1	-1	-9	-7	68*	13
23	COC(=O)CC1SC(=O)NC1=Nc1ccc(OC)cc1 (stereo not given)	2	1	-7	0.1	6
24	CCCCOc1cccc(C2(C(=O)O)CCCC2)c1	0	-14	-30	-0.1	16

No.	S1P4 antag	NCF1 inh	BaF3 parental	CHOP inhibitor
13	16	-15	0	70
14	-13	-3	10	-3
15	3	-8	7	6
16	-3	-5	-2	-11
17	-15	-7	0	63
18	-16	-5	1	6
19	3	3	7	44
20	-26	-7	1	11
21	-11	-3	0	20
22	-6	-15	5	0
23	-9	2	1	7
24	-7	-14	2	2

Continued.
No.	SMILES	Ba/F3 V617F tox	NPY1 pot ag	NPY2 pot ag	S1P4 agonist	NPY Y1 blocker
25	CCOc1cc(C)c(S(=O)(=O)NC2CCCCC2)cc1C	3	-11	-5	-0.1	1
26	O=C(/C=C/c1ccc(Cl)cc1Cl)NCCN1CCOCC1	-4	4	-2	0.3	-2
27	O=C(N/N=C/c1ccccc1OC(=O)N1CCOCC1)c1cccs1	3	4	-6	-0.5	2
28	O=C(c1ccc(S(=O)(=O)N2CCCCCC2)cc1)N1CCC(CN2C(=O)c3cccc4cccc(c34)C2=O)CC1	-4	0	-4	0.9	-3
29	CCOc1ccc(NC(=O)Nc2cccnc2)cc1	5	-11	-22	-1.6	-1
30	CCn1cc(C(=O)O)c(=O)c2cc(F)c(N3CCN(C(=S)Nc4ccc(OC)cc4)CC3)cc21	0	-13	-3	0.8	·
31	CN(C)S(=O)(=O)N(CC(=O)N1CCN(c2ccccc2F)CC1)c1ccccc1	-1	2	7	0.7	-4
32	COc1ccc(NC(=O)N2c3ccccc3CC2C)cc1OC (stereo not given)	-2	4	19	-0.1	3
33	COc1ccc(NS(=O)(=O)c2ccc(Cl)c(NC(=O)c3cccnc3Cl)c2)cc1	-6	5	6	2.2	·
34	COc1ccc(N2C(=O)c3ccccc3NC23CCCCC3)cc1	0	9	4	1.8	-4
35	COc1ccc(CCNC(=O)Cn2cnc3c(nnn3Cc3ccccc3F)c2=O)cc1OC	-1	-10	-9	1.4	3
36	CN1CCN(C(c2cccc(C(F)(F)F)c2)c2nnnn2Cc2ccccc2)CC1 (stereo not given)	2	16	-2	2.3	-1

No.	S1P4 antag	NCF1 inh	BaF3 parental	CHOP inhibitor
25	-2	-1	4	48
26	0	-3	2	7
27	-16	4	5	-15
28	-4	-8	0	50
29	-6	-2	9	-22
30	1	-10	0	3
31	1	-5	3	-9
32	-11	2	0	-5
33	-7	-1	2	19
34	-10	-6	2	39
35	-9	-17	9	11
36	-3	0	4	8

New compounds follow.
No.	SMILES	Ba/F3 V617F tox	NPY1 pot ag	NPY2 pot ag	S1P4 agonist	NPY Y1 blocker
37	O=C(CCn1c(=O)c2ccccc2n(CC(=O)N2CCN(c3ccccc3)CC2)c1=O)NCc1ccco1	2	-9	-3	-0.4	-1
38	N/C(=N\OS(=O)(=O)c1cccc([N+](=O)[O-])c1)c1ccncc1	-2	-13	-10	-0.1	1
39	CC(C)CC(=O)CN1C(=O)C2(OCCO2)c2ccccc21	4	-1	-1	3.0	-1
40	O=C(N/N=C/c1sc(N2CCOCC2)nc1-c1ccccc1)c1ccccc1Cl	0	2	-4	0.2	-3
41	Cn1c(-c2ccc(C=O)s2)nc2ccccc21	-3	-6	-22	-0.1	7
42	CC(=O)c1ccc(NS(=O)(=O)Cc2ccccc2)cc1	-3	-15	13	0.6	-3
43	CC1CCCCC1NC(=O)NC(=O)CCl (stereo not given)	19	14	7	-2.7	10
44	CC(=O)Nc1ccc(NC(=O)CSCCc2ccccn2)cc1	-6	-1	17	0.2	3
45	N#Cc1c(N)n(CCOC(=O)c2cccc([N+](=O)[O-])c2)c2nc3ccccc3nc12	2	-1	5	2.6	-8
46	Cc1sc2nc(SCc3nc4ccccc4[nH]3)n(Cc3ccco3)c(=O)c2c1C	3	-29	-3	-1.2	14
47	Cc1c(Cl)cccc1NC(=O)CC1Sc2ccccc2NC1=O (stereo not given)	-1	23	2	0.3	·
48	CC(C)(C)NCc1cc2ccccc2[nH]c1=O	-3	4	1	0.4	0

No.	S1P4 antag	NCF1 inh	BaF3 parental	CHOP inhibitor
37	0	-9	6	6
38	-18	-1	4	15
39	-5	1	5	75*
40	-4	-13	6	28
41	11	-10	0	28
42	-3	-9	0	-5
43	-10	2	-4	-75
44	1	-43	-1	-9
45	-27	-17	4	-6
46	0	-48	5	-6
47	3	-6	0	1
48	1	-11	7	-7

For reference, part of the list above:
No.	SMILES	Ba/F3 V617F tox	NPY1 pot ag	NPY2 pot ag	S1P4 agonist	NPY Y1 blocker
35	COc1ccc(CCNC(=O)Cn2cnc3c(nnn3Cc3ccccc3F)c2=O)cc1OC	-1	-10	-9	1.4	3
36	CN1CCN(C(c2cccc(C(F)(F)F)c2)c2nnnn2Cc2ccccc2)CC1 (stereo not given)	2	16	-2	2.3	-1
37	O=C(CCn1c(=O)c2ccccc2n(CC(=O)N2CCN(c3ccccc3)CC2)c1=O)NCc1ccco1	2	-9	-3	-0.4	-1
38	N/C(=N\OS(=O)(=O)c1cccc([N+](=O)[O-])c1)c1ccncc1	-2	-13	-10	-0.1	1
39	CC(C)CC(=O)CN1C(=O)C2(OCCO2)c2ccccc21	4	-1	-1	3.0	-1
40	O=C(N/N=C/c1sc(N2CCOCC2)nc1-c1ccccc1)c1ccccc1Cl	0	2	-4	0.2	-3
41	Cn1c(-c2ccc(C=O)s2)nc2ccccc21	-3	-6	-22	-0.1	7
42	CC(=O)c1ccc(NS(=O)(=O)Cc2ccccc2)cc1	-3	-15	13	0.6	-3
43	CC1CCCCC1NC(=O)NC(=O)CCl (stereo not given)	19	14	7	-2.7	10
44	CC(=O)Nc1ccc(NC(=O)CSCCc2ccccn2)cc1	-6	-1	17	0.2	3
45	N#Cc1c(N)n(CCOC(=O)c2cccc([N+](=O)[O-])c2)c2nc3ccccc3nc12	2	-1	5	2.6	-8
46	Cc1sc2nc(SCc3nc4ccccc4[nH]3)n(Cc3ccco3)c(=O)c2c1C	3	-29	-3	-1.2	14
47	Cc1c(Cl)cccc1NC(=O)CC1Sc2ccccc2NC1=O (stereo not given)	-1	23	2	0.3	·
48	CC(C)(C)NCc1cc2ccccc2[nH]c1=O	-3	4	1	0.4	0

No.	S1P4 antag	NCF1 inh	BaF3 parental	CHOP inhibitor
35	-9	-17	9	11
36	-3	0	4	8
37	0	-9	6	6
38	-18	-1	4	15
39	-5	1	5	75*
40	-4	-13	6	28
41	11	-10	0	28
42	-3	-9	0	-5
43	-10	2	-4	-75
44	1	-43	-1	-9
45	-27	-17	4	-6
46	0	-48	5	-6
47	3	-6	0	1
48	1	-11	7	-7

(next part)
No.	SMILES	Ba/F3 V617F tox	NPY1 pot ag	NPY2 pot ag	S1P4 agonist	NPY Y1 blocker
49	COc1cc2c(cc1OC)-c1nnc(-c3cccs3)n1C(C)(C)C2	1	2	-4	1.4	16
50	Cc1ccc2c(c1)N(Cc1ccncc1)C(=O)C(C)O2 (stereo not given)	1	-11	2	0.3	1
51	Nc1nc(-c2ccc3c(c2)OCCO3)cs1	4	-15	-10	0.5	20*
52	O=C(NNC(=S)Nc1ccc(Cl)cc1Cl)C1CC1	-4	38	12	0.5	3
53	COCCCNC(=O)Cn1nnc(-c2ccccc2NC(=O)c2ccccc2F)n1	-3	13	9	0.6	4
54	NC(N)=N/N=C/c1ccccc1Cl	-6	-3	-7	1.4	·
55	Cc1nc2c(C(=O)NCc3ccccc3)c[nH]n2c(=O)c1Cl	-4	-13	-3	-2.3	12
56	Cn1c(N2CCCC2)nc2c1c(=O)n(Cc1ccc(F)cc1)c(=O)n2C	-2	-5	11	0.7	3
57	Cn1c(SCC(=O)NCc2ccccc2)nc2c([nH]c3ccccc32)c1=O	-3	11	4	-1.5	-3
58	COc1ccccc1CNCC(=O)Nc1ccccc1-n1cccc1	0	9	-1	1.9	-1

No.	S1P4 antag	NCF1 inh	BaF3 parental	CHOP inhibitor
49	-10	·	5	·
50	-5	-2	4	3
51	-6	0	6	-17
52	-5	-8	8	7
53	-16	·	1	·
54	-21	5	-2	9
55	2	-5	0	-11
56	-4	9	-2	48
57	-18	7	4	-6
58	-17	-7	2	-30
